From PubChem BioAssay
PP5 primary = PP5 phosphatase inhibitors, primary screen, biochemical, fluorescence; Serine/threonine-protein phosphatase 5 (Homo sapiens), P53041; purified PP5c, OMFP substrate fluorescence; inhibition, % at 6.7 µM; 320,000 compounds, 0.18% hits; AID 1987, 2009;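 active = inhibition above the campaign's mean inhibition across all tested compounds plus 3 SD, cut at about 9.5% in these data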;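 note: 0% = DMSO only and 100% = 100 µM cantharidin control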
GASC-1 inh = inhibitors of GASC-1 histone demethylase, primary screen, biochemical, fluorescence, DELFIA europium. AID 2099, 2009. GST-JMJD2C(1-420) H3K9me3 demethylation. Lysine-specific demethylase 4C (Homo sapiens), Q9H3R0. inhibition, % at 2.35 µM. 330,000 compounds, 0.069% hits;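 active = more than half of a compound's replicate wells show inhibition beyond 50%, single wells judged on their own value; inconclusive = some, but no more than half, of replicates pass 50% inhibition; inactive = no replicate passes 50% inhibition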;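 note: signal counts dimethyl H3K9 product captured on neutravidin plate; 0% = median of DMSO wells and 100% = 0.3 times that DMSO median; strong numbers were not always called active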
HCV core dimer = inhibitors of HCV core protein dimerization, primary screen, biochemical, TR-FRET, high-throughput; TR-FRET GST/Flag-core106 dimerization, 1536-well; inhibition, % at 5 µM; 300,000 compounds, 0.33% hits; AID 1899, 2009;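 active = inhibition above the mean of all tested compounds plus 3 SD, set per screening campaign, cut at about 45% in these data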
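assay system = GST-tagged and Flag-tagged HCV core protein residues 1-106 | controls = unlabelled core106 and no-GST-core106 wells | incubation = compound-protein-antibody incubation 4 h at 22.5 °C | probe or stimulus = Eu donor and XL665 acceptor anti-tag antibodies | read-out = % inhibition based on acceptor/donor emission ratio | signal = TR-FRET 671 and 617 nm emission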
GRK2 inh = compounds blocking aptamer binding on GRK2 – biochemical, human GRK2, bead flow cytometry, HTS, primary screen; 330,000 compounds, 0.59% hits; inhibition of aptamer binding, % at 10 µM; FAM-aptamer displacement from GRK2;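 active = inhibition of aptamer binding above 40%, roughly 3 SD of noise, on plates passing a quality check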;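 note: median bead fluorescence of bound FAM aptamer so fluorescent compounds give negative values; no value below 0 was filed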
Target sequence (P25098 whole entry, looked up): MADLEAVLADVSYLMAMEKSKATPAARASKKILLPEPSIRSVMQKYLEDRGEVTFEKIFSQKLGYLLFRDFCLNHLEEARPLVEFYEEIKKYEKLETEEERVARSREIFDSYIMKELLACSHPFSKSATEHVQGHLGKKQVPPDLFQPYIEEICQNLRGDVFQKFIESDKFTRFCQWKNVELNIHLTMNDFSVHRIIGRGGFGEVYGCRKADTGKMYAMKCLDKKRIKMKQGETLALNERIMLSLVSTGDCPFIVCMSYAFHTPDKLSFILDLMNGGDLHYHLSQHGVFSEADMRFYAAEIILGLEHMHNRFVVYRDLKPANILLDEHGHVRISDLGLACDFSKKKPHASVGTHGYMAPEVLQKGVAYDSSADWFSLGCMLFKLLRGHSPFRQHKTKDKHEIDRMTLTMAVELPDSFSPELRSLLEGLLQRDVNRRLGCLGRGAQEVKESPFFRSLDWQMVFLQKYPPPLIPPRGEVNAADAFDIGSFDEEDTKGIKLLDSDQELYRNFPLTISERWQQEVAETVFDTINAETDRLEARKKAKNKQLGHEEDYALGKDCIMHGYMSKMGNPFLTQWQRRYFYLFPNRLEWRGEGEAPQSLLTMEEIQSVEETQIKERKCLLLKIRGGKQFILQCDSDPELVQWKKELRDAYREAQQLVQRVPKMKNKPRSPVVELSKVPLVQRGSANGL
procasp7 counter = procaspase-7 activators, primary screen, counter-screen for procaspase-3 activator project, biochemical, absorbance, HTS, human | Caspase-7 (Homo sapiens), P55210 | recombinant procaspase-7, Ac-DEVD-pNA absorbance 405 nm; D23A/D198A/D206A triple mutant, cannot self-cleave; scale: DMSO 0, 5 µM enzyme 100 | activation, % at 8.5 µM | AID 463210, 2010 | 330,000 compounds, 0.093% hits;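 active = percent activation above the screen-wide mean plus 3 SD, cut at about 25% in these data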
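System: Uncleavable procaspase-7 mutant enzyme; Amount: 2 µM procaspase-7 mutant as dispensed; Schedule: 1 h compound preincubation, 2 h substrate cleavage, 25 °C; Measured by: 405 nm absorbance of p-nitroaniline; Evaluation: percent activation from buffer-corrected 0–120 min absorbance change; Control set: low DMSO alone, high DMSO plus 5 µM PC-7.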
procasp3 activ = activators of human procaspase-3 D3A mutant, primary screen, biochemical, absorbance, PC-3 D3A mutant, single concentration | recombinant procaspase-3 D3A, Ac-DEVD-pNA absorbance 405 nm | activation, % at 8.5 µM | 330,000 compounds, 0.11% hits | AID 463141, 2010;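 active = activation above the mean of all tested compounds plus 3 SD, cut at about 21% in these data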;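 note: 0% = DMSO alone and 100% = DMSO wells spiked with extra 5 µM PC-3 D3A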
Target sequence (P42574 whole entry D9A/D28A/D175A): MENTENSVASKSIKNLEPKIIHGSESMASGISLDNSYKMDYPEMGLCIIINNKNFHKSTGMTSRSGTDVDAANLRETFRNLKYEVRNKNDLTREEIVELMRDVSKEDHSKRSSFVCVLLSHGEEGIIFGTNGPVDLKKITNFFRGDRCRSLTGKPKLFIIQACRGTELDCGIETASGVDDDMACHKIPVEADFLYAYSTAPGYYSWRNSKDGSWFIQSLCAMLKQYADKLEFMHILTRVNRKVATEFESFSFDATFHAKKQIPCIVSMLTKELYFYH
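Assay system – Procaspase-3 D3A mutant, all three cleavage aspartates alanine · Controls – DMSO-only low control, 5 µM PC-3 D3A high control · Schedule – 1 h compound preincubation, 2 h substrate hydrolysis at 25 °C · Signal – 405 nm absorbance of p-nitroaniline, reads at 0 and 120 min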
Fh CTSL1 inh = Fasciola hepatica cathepsin L1 inhibitors, primary screen, counter-screen for PFM18AAP inhibitor project, biochemical, QFRET, fluorogenic peptide substrate; 300,000 compounds, 0.49% hits; recombinant F. hepatica cathepsin L1, Z-Leu-Arg-MCA fluorescence; AID 1906, 2009; inhibition, % at 5.96 µM;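 active = inhibition above the mean of all tested compounds plus 3 SD, set per screening campaign, cut at about 17% in these data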;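 note: 0% = plate median of test compound wells and 100% = 1 µM Z-Phe-Ala-diazomethylketone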
PP1 inh = PP1-alpha phosphatase inhibitors, primary screen, counter-screen for PP5 inhibitor project, biochemical, fluorescence, OMFP substrate, single point. Serine/threonine-protein phosphatase PP1-alpha catalytic subunit (Homo sapiens), P62136. purified PP1alpha. inhibition, % at 6.7 µM. 320,000 compounds, 0.9% hits;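 active = inhibition above the mean inhibition of all tested compounds plus 3 SD, computed separately for each screening campaign, cut at about 15% in these data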
VLA-4 inh = inhibition in human VLA-4 binding assay, primary screen, VLA-4 allosteric modulator project, MLPCN library, flow cytometry, VLA-4 expressing cells; 330,000 compounds, 0.2% hits; Integrin alpha-4 (Homo sapiens), P13612; AID 2557, 2010; ligand binding flow cytometry; inhibition, % (about 7 µM as worked out from the volumes in the protocol); in the data active = inhibition above about 50%
* = called active by the depositor; & = joins results of further samples. Compounds as they come (roughly 2.6% active in at least one column).

CCOC(=O)N1CCN(c2ccc(C(C)=O)cc2F)CC1 was read as PP5 primary 3.1, GASC-1 inh 4, HCV core dimer -5, GRK2 inh 1, procasp7 counter -1, procasp3 activ 6, Fh CTSL1 inh 1, PP1 inh -9 and VLA-4 inh 10.
For COc1ccc(NC(=O)Nc2ccncc2)c(OC)c1 the results were PP5 primary 0.4, GASC-1 inh -2, HCV core dimer -4, GRK2 inh 0, procasp7 counter -4, procasp3 activ 7, Fh CTSL1 inh -3, PP1 inh 6 and VLA-4 inh -6.
Screening COc1ccc(CNC(=O)c2sc(=S)n(-c3ccc(OC)cc3)c2N)cc1 returned PP5 primary 2.0, GASC-1 inh 3, HCV core dimer 1, GRK2 inh 0, procasp7 counter -20, procasp3 activ -3, Fh CTSL1 inh -1, PP1 inh -3 and VLA-4 inh 2.
O=c1[nH]c(-c2ccccn2)nc(C(F)(F)F)c1Br was read as PP5 primary 0.6, GASC-1 inh -2, HCV core dimer 2, GRK2 inh 2, procasp7 counter 1, procasp3 activ -2, Fh CTSL1 inh 6, PP1 inh 0 and VLA-4 inh 5.
Screening CC1CN(C(=O)CCc2cc(C(C)(C)C)c(O)c(C(C)(C)C)c2)CC(C)O1 (stereo not given) returned PP5 primary 2.1, GASC-1 inh inconclusive, HCV core dimer 5, GRK2 inh 0, procasp7 counter 8, procasp3 activ -1, Fh CTSL1 inh 5, PP1 inh -5 and VLA-4 inh 14.
`Nc1nc(N2CCN(C(=O)c3ccco3)CC2)nc2ccccc12` gave PP5 primary 1.0, GASC-1 inh -1, HCV core dimer -2, GRK2 inh 0, procasp7 counter -1, procasp3 activ 0, Fh CTSL1 inh 4, PP1 inh 0 and VLA-4 inh -4.
For CCOC(=O)COc1ccc(Oc2nc(C)cc(OC)n2)nn1 the results were PP5 primary -0.2, GASC-1 inh -6, HCV core dimer -1, GRK2 inh 0, procasp7 counter -4, procasp3 activ 6, Fh CTSL1 inh 2, PP1 inh -3 and VLA-4 inh -3.
For Cc1cccc(-c2nc(Nc3cccc(O)c3)c3ccccc3n2)c1 the results were PP5 primary 7.1, GASC-1 inh -29, HCV core dimer 10, GRK2 inh 1, procasp7 counter -3, procasp3 activ 5, Fh CTSL1 inh 0, PP1 inh -1 and VLA-4 inh 4.
O=C(NCc1cccs1)c1ccc(N2CCCC2=O)cc1 was read as PP5 primary 0.1, GASC-1 inh 2, HCV core dimer 1, GRK2 inh 1, procasp7 counter -4, procasp3 activ -4, Fh CTSL1 inh -3, PP1 inh -2 and VLA-4 inh -19.
O=C(O)c1ccc(COc2ccc3ccccc3c2/C=C2/NC(=O)N(c3ccccc3)C2=O)cc1 was read as PP5 primary 1.7, GASC-1 inh -2, HCV core dimer 8, GRK2 inh 0, procasp7 counter 6, procasp3 activ -9, Fh CTSL1 inh 0, PP1 inh 4 and VLA-4 inh 2.
`CC(=O)N/C(=C\c1cccs1)C(=O)O` gave PP5 primary -3.5, GASC-1 inh 4, HCV core dimer 0, GRK2 inh 2, procasp7 counter -2, procasp3 activ 11, Fh CTSL1 inh 4, PP1 inh -4 and VLA-4 inh 13.
For CC(=O)Nc1ccc(/C(C)=N\NC(=O)c2ccc(-c3ccccc3)cc2)cc1 the results were PP5 primary 1.3, GASC-1 inh -32, HCV core dimer 8, GRK2 inh 0, procasp7 counter 2, procasp3 activ 6, Fh CTSL1 inh 1, PP1 inh 8 and VLA-4 inh 7.
For COc1cc(CN(C(=S)NCC(=O)O)C2CCCC2)cc(OC)c1OC the results were PP5 primary -2.1, GASC-1 inh 3, HCV core dimer 0, GRK2 inh 0, procasp7 counter 10, procasp3 activ 7, Fh CTSL1 inh 7, PP1 inh -6 and VLA-4 inh 9.
`Cc1sc(NC(=S)NC(=O)c2cccs2)nc1-c1ccc(C(C)C)cc1` gave PP5 primary -1.5, GASC-1 inh 9, HCV core dimer 1, GRK2 inh 1, procasp7 counter 11, procasp3 activ -8, Fh CTSL1 inh 2, PP1 inh -3 and VLA-4 inh 4.
`CCc1ccc2nc(N3CCN(C(=O)C(C)(C)C)CC3)sc2c1` gave PP5 primary -1.4, GASC-1 inh 12, HCV core dimer 0, GRK2 inh 5, procasp7 counter -6, procasp3 activ 10, Fh CTSL1 inh -1, PP1 inh -1 and VLA-4 inh -2.
`CC1(c2ccccc2)CC(C)(C)N2C(=O)C(=O)c3cccc1c32` (stereo not given) gave PP5 primary 0.2, GASC-1 inh 4, HCV core dimer 8, GRK2 inh 0, procasp7 counter -1, procasp3 activ 0, Fh CTSL1 inh -1, PP1 inh 24* and VLA-4 inh -13.
CCCCCOP(=O)(c1ccccc1)c1ccccc1 was read as PP5 primary 0.2, GASC-1 inh -6, HCV core dimer -7, GRK2 inh 0, procasp7 counter -4, procasp3 activ -1, Fh CTSL1 inh -7, PP1 inh -1 and VLA-4 inh 8.
`CC1=C(C(=O)OCc2ccccc2)C(c2cccc(Br)c2)NC(=O)N1` (stereo not given) gave PP5 primary 0.5, GASC-1 inh 5, HCV core dimer 5, GRK2 inh 5, procasp7 counter 2, procasp3 activ 4, Fh CTSL1 inh -1, PP1 inh 4 and VLA-4 inh -4.
Screening Cc1noc(C)c1S(=O)(=O)N1CCCC(C(=O)N2CCc3ccccc3C2)C1 (stereo not given) returned PP5 primary 2.9, GASC-1 inh -15, HCV core dimer -10, GRK2 inh 0, procasp7 counter 4, procasp3 activ 9, Fh CTSL1 inh 4, PP1 inh -14 and VLA-4 inh -5.
`CCOc1ccccc1CNC(=O)Cn1nc(C)c2c(C)n(-c3ccc(C)cc3)nc2c1=O` gave PP5 primary 0.8, GASC-1 inh -4, HCV core dimer 8, GRK2 inh 0, procasp7 counter 7, procasp3 activ 5, Fh CTSL1 inh 1, PP1 inh 0 and VLA-4 inh 2.
Screening CCCCNC(=O)NC1CCCC1 returned PP5 primary 0.4, GASC-1 inh -18, HCV core dimer -2, GRK2 inh 0, procasp7 counter 10, procasp3 activ 3, Fh CTSL1 inh 0, PP1 inh 3 and VLA-4 inh 17.
For COc1ccc(-c2nc3ccccc3c(=O)[nH]2)cc1 the results were PP5 primary 1.9, GASC-1 inh 18, HCV core dimer -1, GRK2 inh 0, procasp7 counter -8, procasp3 activ 1, Fh CTSL1 inh 1, PP1 inh -1 and VLA-4 inh -1.
Screening COc1cccc(C2C(C(=O)OCc3ccccc3)=C(C)Nc3ncnn32)c1OC (stereo not given) returned PP5 primary -0.2, GASC-1 inh 1, HCV core dimer 3, GRK2 inh 1, procasp7 counter 2, procasp3 activ 6, Fh CTSL1 inh -1, PP1 inh -1 and VLA-4 inh 7.
Cc1noc(C(F)(F)F)c1C(=O)NNC(=O)c1ccccc1 was read as PP5 primary 0.4, GASC-1 inh 13, HCV core dimer -6, GRK2 inh 1, procasp7 counter -5, procasp3 activ 2, Fh CTSL1 inh -4, PP1 inh 1 and VLA-4 inh -3.
`O=S1(=O)CCO[C@H]2Cc3ccccc3[C@H]2N1Cc1ccccc1` gave PP5 primary -4.7, GASC-1 inh -2, HCV core dimer -15, GRK2 inh 0, procasp7 counter -3, procasp3 activ -6, Fh CTSL1 inh -3, PP1 inh -8 and VLA-4 inh 8.
`CN(CC(O)COc1ccc(S(=O)(=O)N2CCOCC2)cc1)C1CCCCC1` (stereo not given) gave PP5 primary -7.0, GASC-1 inh 4, HCV core dimer -15, GRK2 inh 0, procasp7 counter 6, procasp3 activ 2, Fh CTSL1 inh 11, PP1 inh -1 and VLA-4 inh 7.
`Cc1ccc(S(=O)(=O)NC2CC(C)(C)NC(C)(C)C2)cc1` gave PP5 primary 1.4, GASC-1 inh 9, HCV core dimer 3, GRK2 inh 1, procasp7 counter -1, procasp3 activ 3, Fh CTSL1 inh 2, PP1 inh 0 and VLA-4 inh 2.
For CCOC(=O)C1=C(C)NC2=C(C1c1ccc([N+](=O)[O-])cc1)S(=O)(=O)c1ccccc12 (stereo not given) the results were PP5 primary 4.9, GASC-1 inh 3, HCV core dimer 2, GRK2 inh 0, procasp7 counter 2, procasp3 activ 5, Fh CTSL1 inh -1, PP1 inh -1 and VLA-4 inh 4.
For O=C(Nc1ccc(C2=NCCN2)cc1)c1ccc(C(=O)Nc2ccc(C3=NCCN3)cc2)c(Cl)c1 the results were PP5 primary -2.5, GASC-1 inh -5, HCV core dimer 22, GRK2 inh 0, procasp7 counter 4, procasp3 activ 4, Fh CTSL1 inh 0, PP1 inh 5 and VLA-4 inh 3.
`N#CC(C#N)=Cc1cn(-c2ncc(C(F)(F)F)cc2Cl)c2ccccc12` gave PP5 primary 3.3, GASC-1 inh 9, HCV core dimer 21, GRK2 inh 1, procasp7 counter 4, procasp3 activ 10, Fh CTSL1 inh 0, PP1 inh -4 and VLA-4 inh 14.
For O=C(CCCc1nc2ccccc2s1)NCc1ccc(F)cc1 the results were PP5 primary 3.0, GASC-1 inh 8, HCV core dimer 2, GRK2 inh 4, procasp7 counter 1, procasp3 activ 5, Fh CTSL1 inh -2, PP1 inh 3 and VLA-4 inh 2.
`Cc1ccc2c(COC(=O)c3ccc(C)c(C)c3)cc(=O)oc2c1` gave PP5 primary 0.1, GASC-1 inh 25, HCV core dimer 2, GRK2 inh 0, procasp7 counter 9, procasp3 activ 6, Fh CTSL1 inh -1, PP1 inh -1 and VLA-4 inh 4.
`Cc1ccc(S(=O)(=O)N(CC(O)CN2CCOCC2)c2cc(Cl)ccc2Cl)cc1` (stereo not given) gave PP5 primary 1.0, GASC-1 inh -1&3, HCV core dimer 3, GRK2 inh 0, procasp7 counter 3, procasp3 activ 5, Fh CTSL1 inh 1, PP1 inh -2 and VLA-4 inh -13.

A section from further up:
`Cc1ccc2c(COC(=O)c3ccc(C)c(C)c3)cc(=O)oc2c1` gave PP5 primary 0.1, GASC-1 inh 25, HCV core dimer 2, GRK2 inh 0, procasp7 counter 9, procasp3 activ 6, Fh CTSL1 inh -1, PP1 inh -1 and VLA-4 inh 4.
`Cc1ccc(S(=O)(=O)N(CC(O)CN2CCOCC2)c2cc(Cl)ccc2Cl)cc1` (stereo not given) gave PP5 primary 1.0, GASC-1 inh -1&3, HCV core dimer 3, GRK2 inh 0, procasp7 counter 3, procasp3 activ 5, Fh CTSL1 inh 1, PP1 inh -2 and VLA-4 inh -13.
